# AddAB inh: growth inhibition of E. coli expressing H. pylori AddAB, primary screen, AddAB inhibitor project, absorbance | inhibition, % at 11.9 µM | 330,000 tested, 0.29% active | AID 435030, 2010; in the data active means inhibition above about 12%;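 further: 0% = vehicle wells of infected cells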
# Ecoli viability: E. coli V3065 growth inhibition, primary screen, counter-screen for AddAB inhibitor project, absorbance, OD600 | 330,000 tested, 0.27% active | inhibition, % at 11.9 µM | 18 h | AID 449728, 2010;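 active means inhibition above the campaign's mean inhibition across all tested compounds plus 3 SD, cut at about 9.9% in these data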;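 further: uninfected addAB+ strain grown without phage in ampicillin broth; 0% = DMSO wells and 100% = ciprofloxacin 0.95 µg/ml wells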
# Tat transport: E. coli Tat export inhibitors, primary screen, MC4100, TorA-mCherry reporter, fluorescence, single point; inhibition, % at 10 µM; 340,000 tested, 0.036% active;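 active means mean replicate inhibition at least 50% and at least half of replicates individually reaching 50%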;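 further: exported cargo escapes ClpAP degradation while cytoplasmic cargo is degraded and loses fluorescence; 0% = median of neutral control wells and 100% = median of NaSCN control wells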
# Mot1-301 SUMO: yeast Mot1-301 growth rescue at high temperature, primary screen, SUMOylation pathway inhibitor project, S. cerevisiae, ATP luminescence, 38.5C; S. cerevisiae Mot1-301 growth rescue; percent above DMSO median, 100 means doubled; growth rescue, % at 18.8 µM; 320,000 tested, 1% active; AID 2716, 2010;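 active means every valid replicate shows activation above 250% relative to neutral control wells; inactive means the rest, any valid replicate at or below 250%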;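 further: OY570 slx delta 5 strain wells were the positive control but not used for scaling; some compounds called inactive have numbers as strong as hits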
# HTR5A inv ag: HTR5A inverse agonists in luminescence cell assay, primary screen, counter-screen for OPRM1-OPRD1 heterodimer inverse agonist project, full-deck HTS. 5-hydroxytryptamine receptor 5A (Homo sapiens), P47898. HTR5A cell line, inverse agonism. inhibition, % at 9.3 µM. 340,000 tested, 0.083% active. AID 504634, 2011; in the data active means inhibition mostly above about 23%, no sharp cut-off; inactive means mostly below about 18%;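 further: 0% = cells with DMSO and 100% = no-cell wells with DMSO; some compounds called inactive have numbers as strong as hits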
# phage Ecoli inh: growth loss of phage-infected E. coli, primary screen, RecBCD inhibitor project, absorbance, with phage, HTS | inhibition, % at 11.9 µM | 360,000 tested, 0.26% active | AID 651602, 2012; in the data active means inhibition above about 11%
# CDK5 p35 inh: inhibitors of human CDK5/p35 kinase, primary screen, biochemical, single concentration | 330,000 tested, 0.01% active | Recombinant CDK5/p35, ADP-Glo luminescence, 60 min | inhibition, % at 10 µM | Cyclin-dependent kinase 5 (Homo sapiens) + Cyclin-dependent kinase 5 activator 1 (Homo …;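 active means highest replicate inhibition of at least 50% and at least 75% of replicates reaching 50%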;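 further: plate controls were DMSO neutral control for no effect and GW8510 at 10 µM for full effect; many of its hits are not listed in these tables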
# DAGLB inhibitor: DAGLB lipase inhibitors, primary screen, biochemical, fluorescence, HTS | Diacylglycerol lipase-beta (Homo sapiens), Q8NCG7 | HEK293T DAGLB membrane lysate, EnzChek fluorogenic substrate | inhibition, % at 5.17 µM | 340,000 tested, 0.059% active; in the data active means inhibition above about 34%;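 further: 0% = enzyme with vehicle and 100% = wells lacking enzyme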
# Target sequence (Q8NCG7 whole entry, looked up): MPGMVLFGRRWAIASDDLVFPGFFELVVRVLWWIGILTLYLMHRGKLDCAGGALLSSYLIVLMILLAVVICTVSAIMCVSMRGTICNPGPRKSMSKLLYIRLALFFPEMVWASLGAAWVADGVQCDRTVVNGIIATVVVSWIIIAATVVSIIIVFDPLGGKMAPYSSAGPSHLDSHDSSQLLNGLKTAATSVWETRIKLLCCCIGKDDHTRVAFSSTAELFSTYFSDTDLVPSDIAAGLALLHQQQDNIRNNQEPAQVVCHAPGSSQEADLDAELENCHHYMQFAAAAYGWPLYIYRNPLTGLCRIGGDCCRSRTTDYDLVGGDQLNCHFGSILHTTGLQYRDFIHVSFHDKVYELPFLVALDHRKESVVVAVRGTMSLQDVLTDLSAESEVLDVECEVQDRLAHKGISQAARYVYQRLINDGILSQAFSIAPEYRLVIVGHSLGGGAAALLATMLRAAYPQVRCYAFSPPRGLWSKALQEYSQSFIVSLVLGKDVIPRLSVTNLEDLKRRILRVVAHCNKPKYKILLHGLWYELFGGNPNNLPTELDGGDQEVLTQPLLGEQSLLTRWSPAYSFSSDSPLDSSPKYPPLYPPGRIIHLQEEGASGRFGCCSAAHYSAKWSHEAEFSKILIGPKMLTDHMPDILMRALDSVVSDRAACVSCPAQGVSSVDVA
# PKA-R1A act: activators of PKA-R1A holoenzyme, primary screen, biochemical, fluorescence polarization, Cy5-IP20, bovine R1A, mouse PKAc | cAMP-dependent protein kinase type I-alpha regulatory subunit (Bos taurus) + … | PKA-R1A dissociation; scaled: DMSO 0%, 113 µM cGMP 100% | activation, % at 11.4 µM | 340,000 tested, 0.083% active | AID 504707, 2011;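 active means percent activation above the mean of all tested compounds plus 3 SD, cut at about 19% in these data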;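 further: higher means more PKAc released from R1A so a rise in polarization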
# HTR5A ag ctr: HTR5A agonists in luminescence cell assay, primary screen, counter-screen for OPRM1-OPRD1 heterodimer agonist project, full-deck HTS; 5-hydroxytryptamine receptor 5A (Homo sapiens), P47898; cell-based; activation, % at 9.3 µM; 340,000 tested, 0.61% active; AID 504692, 2011; in the data active means activation mostly above about 9.5%, no sharp cut-off; inactive means mostly below about 7.6%;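 further: 0% = cells with vehicle only and 100% = reference agonist; strong numbers were not always called active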
# PKA-R2B activ: activators of PKA-R2B holoenzyme, primary screen, biochemical, fluorescence polarization, Cy5-IP20, human. cAMP-dependent protein kinase catalytic subunit beta (Homo sapiens) + cAMP-dependent …. PKA-R2B holoenzyme dissociation; R2B truncated from residue 108, S112A mutant; 0% DMSO only, 100% 113 µM cGMP. 340,000 tested, 0.079% active. activation, % at 11.4 µM;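 active means activation above a cutoff set at the mean over all compounds plus 3 SD, cut at about 18% in these data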;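 further: higher means more holoenzyme dissociation and a rise in polarization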
# Target sequence (P31323 whole entry, looked up, other chains not shown, the tested form may be a part): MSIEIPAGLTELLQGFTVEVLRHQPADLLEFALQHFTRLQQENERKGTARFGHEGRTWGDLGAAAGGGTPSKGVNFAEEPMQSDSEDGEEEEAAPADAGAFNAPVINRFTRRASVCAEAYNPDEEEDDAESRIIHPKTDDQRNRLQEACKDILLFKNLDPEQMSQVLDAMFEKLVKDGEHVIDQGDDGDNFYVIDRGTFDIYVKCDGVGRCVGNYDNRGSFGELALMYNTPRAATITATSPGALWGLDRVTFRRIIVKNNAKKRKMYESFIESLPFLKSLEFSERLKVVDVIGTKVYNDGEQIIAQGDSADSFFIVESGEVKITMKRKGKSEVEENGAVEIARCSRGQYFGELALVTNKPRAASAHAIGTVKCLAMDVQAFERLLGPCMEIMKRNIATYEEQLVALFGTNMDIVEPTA
# The depositor's hits bear a star; nt = no result given.
# Start of the data: the first five compounds (preview)
# The line under a structure holds: PKA-R1A act	DAGLB inhibitor	HTR5A ag ctr	HTR5A inv ag	Ecoli viability	PKA-R2B activ	phage Ecoli inh	CDK5 p35 inh	AddAB inh	Tat transport	Mot1-301 SUMO
O=C(c1ccc(=O)[nH]c1)N1CCN(S(=O)(=O)c2ccc3ccccc3c2)CC1
 : -2	-1	0	-1	-0.3	-8	7.7	-0.7	-0.9	-2	-16
CCOC(=O)C1C(=O)NC(N2CCOCC2)=NC1c1ccco1 (stereo unspecified)
 : 16	0	2	-5	-1.0	1	2.1	-2.2	4.1	0	-9
O=C(C1=C(O)C(=O)N(CC2CCCO2)C1c1ccccc1F)c1ccco1 (stereo unspecified)
 : 10	-1	4	-11	-3.9	1	1.7	0.0	-0.3	3	-6
COCCNC(=O)/C(C#N)=C/c1c(N2CCN(c3cccc(Cl)c3)CC2)nc2c(C)cccn2c1=O
 : -6	5	3	-13	-1.9	0	3.6	-2.1	0.9	6	12
CC1(C)CC(=O)C=C(NCCN2CCN(C(=O)Nc3ccccc3)CC2)C1
 : 2	-1	0	30	-1.9	-2	1.6	-1.2	-0.7	52*	4

# This part in full (from the top)
# The line under a structure holds: PKA-R1A act	DAGLB inhibitor	HTR5A ag ctr	HTR5A inv ag	Ecoli viability	PKA-R2B activ	phage Ecoli inh	CDK5 p35 inh	AddAB inh	Tat transport	Mot1-301 SUMO
O=C(c1ccc(=O)[nH]c1)N1CCN(S(=O)(=O)c2ccc3ccccc3c2)CC1
 : -2	-1	0	-1	-0.3	-8	7.7	-0.7	-0.9	-2	-16
CCOC(=O)C1C(=O)NC(N2CCOCC2)=NC1c1ccco1 (stereo unspecified)
 : 16	0	2	-5	-1.0	1	2.1	-2.2	4.1	0	-9
O=C(C1=C(O)C(=O)N(CC2CCCO2)C1c1ccccc1F)c1ccco1 (stereo unspecified)
 : 10	-1	4	-11	-3.9	1	1.7	0.0	-0.3	3	-6
COCCNC(=O)/C(C#N)=C/c1c(N2CCN(c3cccc(Cl)c3)CC2)nc2c(C)cccn2c1=O
 : -6	5	3	-13	-1.9	0	3.6	-2.1	0.9	6	12
CC1(C)CC(=O)C=C(NCCN2CCN(C(=O)Nc3ccccc3)CC2)C1
 : 2	-1	0	30	-1.9	-2	1.6	-1.2	-0.7	52*	4
CC1CN(c2nc3ccccn3c(=O)c2/C=C(\C#N)C(N)=O)CC(C)O1 (stereo unspecified)
 : 1	-1	-1	11	3.9	-4	2.1	-0.9	3.8	-13	4
COc1ccc(S(=O)(=O)n2nc(-c3cc(OC)c(OC)c(OC)c3)cc2N)cc1OC
 : 14	3	0	-1	-1.3	2	0.7	-1.5	-0.6	1	9
CCCSCCCNC(=O)c1ccc(C)c(NC(=O)C2=C(C)OCCS2)c1
 : 6	-2	2	-6	-0.5	-6	0.3	0.0	3.5	-1	84
Cc1ccc(NS(=O)(=O)c2cn(C)c(=O)n(C)c2=O)c(C)c1
 : -9	2	3	-19	2.3	3	3.0	0.6	1.8	2	-20
O=C(NCCNc1ccc([N+](=O)[O-])cc1)c1ccccc1Br
 : -3	2	0	-1	-1.2	-12	1.8	0.7	1.9	0	-3
CCOC(=O)Cc1csc(NC(=O)c2sc3nc4c(C)cc(C)cc4cc3c2N)n1
 : -4	-21	-2	-15	1.1	-11	-0.4	1.4	-1.4	3	0
COCCNC(=O)C(OC(=O)c1cc2oc(C)cc2n1C)C(C)C (stereo unspecified)
 : -4	1	1	2	0.9	4	2.1	nt	6.9	-5	-5
O=C(Cn1c(=O)c2sccc2n(Cc2ccc([N+](=O)[O-])cc2)c1=O)NCCc1ccccc1
 : -11	0	0	0	2.4	-2	2.7	-0.4	3.5	-7	2
CC(NC(=O)c1cc2cc(F)ccc2[nH]1)c1ccccc1 (stereo unspecified)
 : -10	-2	-2	8	-2.2	-7	1.4	-0.3	0.2	-5	9
COc1ccc(NC(=O)CN2CCCCC2)c([N+](=O)[O-])c1
 : 12	-1	3	-13	1.1	2	1.9	-1.0	-0.3	-13	-23
O=C(Cc1ncon1)Nc1ccc(F)c(F)c1F
 : 5	-2	2	2	-0.5	2	1.1	0.2	-0.9	5	8
Cn1cc(S(=O)(=O)NCCc2ccccc2)c(=O)n(C)c1=O
 : 0	-2	-3	4	-0.8	-4	-0.9	-1.1	-0.4	-3	2
CC1(C)CC(=O)C=C(c2ccc(F)nc2)C1
 : 0	-3	-6	17	2.7	-3	1.8	0.2	3.0	-2	0
O=C(COC(=O)c1nc(Cl)c(Cl)c(Cl)c1Cl)NCc1ccccc1
 : 2	-13	5	2	1.1	5	1.0	-2.1	0.6	4	nt
O=C(NCc1cccs1)c1nn2cccnc2c1Cl
 : 2	-2	-3	-30	1.4	-10	1.8	0.3	-0.1	-6	11
O=C(Nc1ccc2c(c1)OCCO2)C1CCN(S(=O)(=O)c2ccc3c(c2)OCCO3)CC1
 : 9	-2	7	-18	2.2	-1	1.7	1.3	2.2	0	-7
CCn1c(=O)cc(OCC(=O)N2CCc3ccccc32)c2ccccc21
 : -3	2	0	1	nt	-1	0.9	0.8	nt	-9	nt
COc1ccc(S(=O)(=O)N(Cc2ccccc2)Cc2nc3ccccc3c(=O)[nH]2)cc1
 : 4	0	0	-6	1.3	-2	-2.7	0.0	1.1	7	5
O=C(CCN1CCN(Cc2ccccc2)CC1)NNC(=O)Nc1cccc([N+](=O)[O-])c1
 : -3	5	-5	11	nt	-1	1.9	1.2	nt	-5	14
Cc1ccc(C)c(C(=O)COC(=O)C2CCN(c3ccc(C(F)(F)F)cn3)CC2)c1
 : 2	-15	-4	10	-1.2	-4	5.4	0.6	0.3	9	-5
C=CCN1C(=O)/C(=C\c2cccs2)C(C(=O)OC)=C1C
 : -3	2	2	-1	-0.6	-1	2.3	-0.4	3.5	13	247
CC(=O)c1ccc(NC(=O)C2CCC(C)(C(=O)O)C2(C)C)cc1 (stereo unspecified)
 : 7	1	2	-4	-0.7	0	0.6	0.3	2.5	3	-3
CCc1nn2c(=O)cc(CSCC(=O)Nc3ccccc3F)nc2s1
 : 1	1	1	-2	0.5	-3	nt	2.5	3.1	5	nt
COc1ccc(N(C(C)=O)C2C=CS(=O)(=O)C2)c(OC)c1 (stereo unspecified)
 : 3	1	16	-41	-0.2	-3	2.2	-0.5	-0.1	-2	-4
Cc1ccc(-n2ccc(-c3nn(-c4ccccc4)ccc3=O)n2)cc1
 : 5	-1	0	1	-0.1	-17	1.5	-0.1	1.9	1	-16
CCOc1ccc(OCCSc2nnnn2-c2ccccc2)cc1
 : -4	-11	0	10	-3.1	-5	-0.5	1.6	-1.2	13	16
CC(=O)Nc1ccc(C)c(NS(=O)(=O)c2cccc(C(F)(F)F)c2)c1
 : 7	-2	3	21	-1.3	3	2.7	0.7	-2.1	-6	27
CCCCn1c(O)c(N=NC(=O)c2ccco2)c2ccccc21
 : -13	4	1	-4	-3.6	6	3.0	-4.3	3.4	-5	-20
Cc1ccc(Cc2nnc(SCC(=O)Nc3ccccc3)[nH]c2=O)cc1
 : -6	2	-3	8	0.5	-8	4.9	-0.1	1.0	-9	13
Cc1ccc(/C=N/N2CCCCC2)o1
 : 17	1	2	-5	-0.1	-3	4.0	0.6	-0.9	-3	-20
CCc1nc(N2CCC3(CC2)OCCO3)c2nnn(Cc3ccccc3)c2n1
 : -11	-2	4	-14	1.3	-3	0.3	0.4	-0.9	-2	-3
CCOC(=O)C(CC)Sc1nnc2cc(C)c3ccccc3n12 (stereo unspecified)
 : 2	-5	-8	22	3.0	-2	2.7	0.4	-0.6	-4	-3
O=C1NC2(CCCC2)C(=O)N1CC(=O)N(Cc1ccccc1)c1ccccc1
 : -10	-1	-5	-9	1.8	-16	2.3	2.1	0.8	-6	-11
O=C(c1cc(COc2c(F)cccc2F)on1)N1CCSCC1
 : -8	-2	8	-19	1.5	4	2.0	-0.6	3.6	0	317
CC(=O)Nc1ccc(S(=O)(=O)Oc2ccc(/C=N/N=C3/NC(=O)C(CC(=O)O)S3)cc2)cc1 (stereo unspecified)
 : nt	nt	nt	nt	2.5	nt	3.7	-2.1	5.4	0	5
COC(=O)C(Cc1c[nH]c2ccccc12)N1CCS(=O)(=O)CC1 (stereo unspecified)
 : -1	-1	8	24	1.2	-2	2.9	1.1	-0.6	-15	-5
COc1ccc(Cc2nnc(SCC(=O)N3CCCC(C)C3)o2)cc1 (stereo unspecified)
 : -2	0	1	-65	5.5	-2	0.0	-3.2	3.7	-1	-2
Clc1ccc(Cc2noc(-c3cccs3)n2)cc1
 : 12	-6	-3	-6	-1.1	1	2.1	-0.7	1.0	-1	22
CC(=O)Nc1nonc1NC(=O)c1ccc(F)cc1
 : -9	2	8	-21	-0.2	1	2.8	1.8	4.0	3	-1
Cn1c(NC(=O)c2cc(Cl)ccc2Cl)cc(=O)n(C)c1=O
 : -6	3	2	-5	0.6	-10	1.1	-0.7	1.7	7	-6
CCOC(=O)c1ccc(NC(=O)c2c(C)[nH]c(C(=O)OCC)c2C)cc1
 : -8	-2	2	18	0.6	-5	0.7	-0.8	0.5	-10	-2
CC1(C)CC(NC(=O)C2CCN(S(=O)(=O)c3cccc(C(F)(F)F)c3)CC2)CC(C)(C)N1
 : -7	2	-2	6	0.3	3	2.4	-0.9	-1.7	-1	-12
CCCS(=O)c1nc(C)cc(C)c1S(C)(=O)=O (stereo unspecified)
 : -13	-1	-3	7	2.2	2	2.4	-1.0	1.7	0	16
Cc1ccc(/C=C/C(=O)OCC(=O)NC(=O)NCc2ccccc2)cc1
 : -4	-1	5	-12	-0.9	0	2.6	-0.2	0.7	6	-17
Clc1ccccc1-c1nnc2n1-c1ccccc1SC2
 : -14	-1	2	-5	-1.3	13	1.4	1.1	-0.2	2	66
CCOC(=O)C1CCCN(C2=NC(=O)/C(=C/c3ccc(O)c(OC)c3)S2)C1 (stereo unspecified)
 : -2	-1	-1	4	4.0	4	1.8	-0.8	1.2	6	-18

# In another format: results already given.
Molecule,PKA-R1A act,DAGLB inhibitor,HTR5A ag ctr,HTR5A inv ag,Ecoli viability,PKA-R2B activ,phage Ecoli inh,CDK5 p35 inh,AddAB inh,Tat transport,Mot1-301 SUMO
CC1(C)CC(NC(=O)C2CCN(S(=O)(=O)c3cccc(C(F)(F)F)c3)CC2)CC(C)(C)N1,-7,2,-2,6,0.3,3,2.4,-0.9,-1.7,-1,-12
CCCS(=O)c1nc(C)cc(C)c1S(C)(=O)=O (stereo unspecified),-13,-1,-3,7,2.2,2,2.4,-1.0,1.7,0,16

# Bioassay records deposited in PubChem by several laboratories.
